hIAP act: human IAP activation; P09923; purified human IAP, CDP-Star luminescence, 30 min; active compounds read high; 1 = vehicle-only enzyme, 0 = enzyme-free background; activation factor at 10 µM; 330,000 tested, 0.16% active;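 active = activation factor of the enzyme at least 2-fold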; also: the source names both 10 and 20 µM as test concentration; values of inactives mirror those of a sister screen read the other way
Target sequence (P09923 whole entry, looked up): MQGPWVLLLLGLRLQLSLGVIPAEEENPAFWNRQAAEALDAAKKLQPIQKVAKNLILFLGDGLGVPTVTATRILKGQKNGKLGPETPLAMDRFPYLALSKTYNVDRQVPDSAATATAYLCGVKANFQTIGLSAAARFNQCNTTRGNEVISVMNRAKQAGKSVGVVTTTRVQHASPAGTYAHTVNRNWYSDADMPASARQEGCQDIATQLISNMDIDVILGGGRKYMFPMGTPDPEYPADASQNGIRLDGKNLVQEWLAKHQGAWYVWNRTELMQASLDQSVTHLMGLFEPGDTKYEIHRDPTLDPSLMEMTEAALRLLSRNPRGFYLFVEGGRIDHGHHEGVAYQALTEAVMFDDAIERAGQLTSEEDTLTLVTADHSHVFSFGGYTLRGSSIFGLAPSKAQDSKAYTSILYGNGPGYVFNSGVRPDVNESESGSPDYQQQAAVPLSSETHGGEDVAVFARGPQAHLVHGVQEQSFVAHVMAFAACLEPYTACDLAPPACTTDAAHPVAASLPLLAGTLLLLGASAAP
NLRP3 yeast inh: inhibitors of NALP3 inflammasome in yeast; Yeast reconstituted NLRP3/ASC/caspase-1, beta-gal luminescence, 24 h; inhibition, % at 10 µM; 330,000 tested, 0.39% active; AID 2825;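 active = inhibition of 50% or more; inactive = inhibition below 50%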;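 also: plate controls were induced DMSO wells for no effect and uninduced yeast grown without galactose for full effect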
mIAP block: blocks mouse intestinal alkaline phosphatase; purified mouse IAP, CDP-Star luminescence, 30 min; inhibition, % at 10 µM; 330,000 tested, 0.2% active;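 active = inhibition of at least 40% at 10 µM in the primary screen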;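 also: plate controls were DMSO with enzyme for no effect and no enzyme wells for full effect; values of inactives mirror those of a sister screen read the other way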
Apaf-1 inh: human Apaf-1 inhibition; O14727; reconstituted apoptosome caspase-3 activity, DEVD-Rh110 fluorescence; inhibition, % at 20 µM; 330,000 tested, 0.71% active; AID 489030; active = inhibition of at least 40% at 20 µM;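 also: plate controls were DMSO wells for no effect and DEVD-CHO caspase inhibitor wells for full effect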
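Assay system: Apoptosome proteins | Medium: pH 7.5 Hepes buffer with CHAPS, BSA, DTT | Also added: Cytochrome c and DEVD-Rh110 substrate | Times: 30 min plus 50 min, RT | Detection: Rhodamine 110 fluorescence at Ex 480/Em 540 nm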
ATG4B inhibitor: ATG4B (human) cysteine protease inhibition | Q9Y4P1 | ATG4B cleavage of LC3-PLA2, NBD-HPC fluorescence, 1 h | inhibition, % at 8.33 µM | 340,000 tested, 0.51% active | AID 504462; in the data active = inhibition above about 40%
Target sequence (Q9Y4P1 whole entry, looked up): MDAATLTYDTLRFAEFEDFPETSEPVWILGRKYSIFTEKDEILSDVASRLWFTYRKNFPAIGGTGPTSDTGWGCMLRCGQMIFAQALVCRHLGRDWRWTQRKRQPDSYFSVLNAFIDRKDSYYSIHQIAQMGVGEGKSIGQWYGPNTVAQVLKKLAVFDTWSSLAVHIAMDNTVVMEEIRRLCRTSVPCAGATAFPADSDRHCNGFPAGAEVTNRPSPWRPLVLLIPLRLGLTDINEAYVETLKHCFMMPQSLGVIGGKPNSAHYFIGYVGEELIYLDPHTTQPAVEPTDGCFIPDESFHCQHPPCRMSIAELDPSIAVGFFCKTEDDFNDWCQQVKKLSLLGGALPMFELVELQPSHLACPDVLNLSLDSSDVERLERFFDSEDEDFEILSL
tim10-1 inh: tim10-1 yeast growth inhibition. S. cerevisiae tim10-1 ts strain growth, BacTiter-Glo, 24 h. inhibition, % at 20 µM. 330,000 tested, 2.2% active. AID 463190;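 active = inhibition of at least 40%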;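 also: mutant grown at 25 °C; 0% = DMSO wells with yeast and 100% = wells holding no yeast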
mIAP act: increases mouse intestinal alkaline phosphatase activity | muIAP, CDP-Star luminescence, 30 min; active compounds read high; 1 = vehicle-only enzyme signal, 0 = enzyme-free wells | activation factor at 10 µM | 330,000 tested, 0.24% active | AID 2805;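 active = activation factor of at least 2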; also: the source names both 10 and 20 µM as test concentration; values of inactives mirror those of a sister screen read the other way
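System: mouse IAP enzyme. Reagent: CDP-Star chemiluminescent phosphatase substrate. Benchmarks: DMSO wells, no-enzyme wells. Times: 30 min enzyme-substrate-compound incubation at room temperature. Detection: luminescence from enzymatic CDP-Star hydrolysis. Doses: test compounds delivered from DMSO solution.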
hIAP inh: human IAP inhibition; P09923; purified IAP, CDP-Star luminescence, 30 min; inhibition, % at 10 µM; 330,000 tested, 0.12% active;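 active = inhibition reaching a set limit with compound at 10 µM in the primary screen, cut at about 35% in these data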;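 also: plate controls were DMSO wells with enzyme for no effect and no-enzyme buffer wells for full effect; values of inactives mirror those of a sister screen read the other way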
TIM10 inh: TIM10 yeast growth inhibition | S. cerevisiae TIM10 strain growth, BacTiter-Glo luminescence, 24 h | inhibition, % at 10 µM | 330,000 tested, 1.4% active;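 active = inhibition of 40% or more at the single tested concentration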;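 also: wild-type TIM10 isogenic control strain grown at permissive 25 °C; 0% = DMSO yeast wells and 100% = minimal medium wells without yeast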
* = called active by the depositor. No enrichment for hits; any-hit rate near 4.5%.

SMILES	hIAP act	NLRP3 yeast inh	mIAP block	Apaf-1 inh	ATG4B inhibitor	tim10-1 inh	mIAP act	hIAP inh	TIM10 inh
COC(=O)N/N=C/c1ccc([N+](=O)[O-])o1	0.9	-2	24	-11	-1	20	0.76	10	6
Cc1cc2nc(-c3ccco3)cc(C(F)(F)F)n2n1	1.1	11	9	7	0	-13	0.91	-6	2
O=C(CN1CCN(Cc2ccccc2)CC1)NC(=O)NC1CCCCC1	0.9	14	8	-6	-13	12	0.92	10	-1
Cc1cccc(-c2nc3c(c(=O)c4ccccc4n3C)c(=O)n2-c2ccccc2)c1	0.88	5	13	11	-5	19	0.87	12	20
CCOc1ncccc1C(=O)Nc1nc(SC)ns1	0.9	27	7	1	2	16	0.93	10	28
CC(=O)Nc1ccc(N/C=C/C(=O)c2ccc(C)cc2)cc1	0.81	16	1	-16	-2	-16	0.99	20	-1
Cc1ccc(S(=O)(=O)CC(=O)Nc2nc3ccc(S(N)(=O)=O)cc3s2)cc1	0.93	12	9	-10	-7	-5	0.91	7	-7
CCCCCCNC(=O)Cc1c(O)c2ccccc2[nH]c1=O	0.89	6	6	-1	-10	-44	0.94	11	-32
CSc1nc(SCC(=O)NCC2CCCO2)c2c3c(sc2n1)CN(C)CC3 (centres undefined)	1	-3	23	3	3	-1	0.77	0	10
COc1ccc(NC(=O)Cn2nc(C(=O)O)c3ccccc3c2=O)cc1OC	1.1	13	0	-6	5	6	0.99	-10	1
O=C(O)CCc1ccc(-c2ccc(Cl)cc2)n1Cc1ccco1	1.1	-15	-1	-8	0	24	1	-15	12
COC(=O)/C=C1\N/C(=N\c2nc(C)cc(C)n2)N(c2ccc(C)cc2)C1=O	0.83	4	2	-11	-16	30	0.98	16	7

The final 6 entries of the part above come first, to join the parts:
SMILES	hIAP act	NLRP3 yeast inh	mIAP block	Apaf-1 inh	ATG4B inhibitor	tim10-1 inh	mIAP act	hIAP inh	TIM10 inh
Cc1ccc(S(=O)(=O)CC(=O)Nc2nc3ccc(S(N)(=O)=O)cc3s2)cc1	0.93	12	9	-10	-7	-5	0.91	7	-7
CCCCCCNC(=O)Cc1c(O)c2ccccc2[nH]c1=O	0.89	6	6	-1	-10	-44	0.94	11	-32
CSc1nc(SCC(=O)NCC2CCCO2)c2c3c(sc2n1)CN(C)CC3 (centres undefined)	1	-3	23	3	3	-1	0.77	0	10
COc1ccc(NC(=O)Cn2nc(C(=O)O)c3ccccc3c2=O)cc1OC	1.1	13	0	-6	5	6	0.99	-10	1
O=C(O)CCc1ccc(-c2ccc(Cl)cc2)n1Cc1ccco1	1.1	-15	-1	-8	0	24	1	-15	12
COC(=O)/C=C1\N/C(=N\c2nc(C)cc(C)n2)N(c2ccc(C)cc2)C1=O	0.83	4	2	-11	-16	30	0.98	16	7
CC(C)CC1Nc2ncnc(N3CCOCC3)c2N(Cc2ccc(Cl)cc2)C1=O (centres undefined)	1	21	-3	20	-15	13	1	-4	12
Cc1cc(C)c(S(=O)(=O)N2CCCOC2CNC(=O)C(=O)NCCc2c[nH]c3ccccc23)c(C)c1 (centres undefined)	0.9	4	-1	10	-22	15	1	10	7
COc1ccc(COC(=O)c2cccc(S(=O)(=O)N3CCN(C(C)=O)CC3)c2)cc1F	1.1	9	4	8	-6	3	0.96	-10	6
O=C(CCn1cncn1)N1CCCC(N2CCN(c3ccc(F)cc3)CC2)C1 (centres undefined)	0.97	8	10	3	11	4	0.9	2	0
CC(C)c1cccc(C(C)C)c1NC(=O)COC(=O)C1=COCCO1	1.2	-3	-11	-3	-6	13	1.1	-18	-10
CN1/C(=C\C(=O)c2cccnc2Cl)C(C)(C)c2ccccc21	1.1	10	3	-6	-6	35	0.97	-6	22
CCC(C)NC(=O)CCSc1ccc(C)cc1 (centres undefined)	0.87	5	-5	-9	-7	14	1.1	13	-8
CN(C)S(=O)(=O)N1CCC(Oc2ccc(C(=O)N3C[C@H]4CC[C@H]3C4)cc2)CC1	0.82	15	3	1	19	6	0.97	18	0
COCCCNC(=O)CC(=O)N/N=C\c1ccc(SC)cc1	1.1	0	7	-1	-2	7	0.93	-9	3
CC(C)c1ccc(NC(=O)CSc2n[nH]c(=O)n2-c2ccc3c(c2)OCCO3)cc1	1.1	17	-1	17	-8	6	1	-7	6
C=CCN(c1ccccc1)S(=O)(=O)c1cccc(C(=O)NCC(c2ccc(OC)cc2)N2CCCCC2)c1 (centres undefined)	0.95	12	13	27	3	21	0.87	5	23
O=C(CSCc1cccc(Cl)c1)Nc1ccccc1-c1ccccc1	0.96	9	-13	11	47*	2	1.1	4	0
CCOc1cccc2c1OC1(C)CC2NC(=O)N1c1cccc(Cl)c1 (centres undefined)	0.9	-10	-6	2	5	13	1.1	10	10
CC1(C)CC(=O)C2=C(C1)N(c1ccc(F)cc1)C(=O)C2(O)C(F)(F)F (centres undefined)	1	10	2	-4	-1	-23	0.98	-1	-34
COc1ccc(/C(C)=N/NC(=O)CNC(=O)c2ccco2)cc1	1.1	7	0	-3	-5	-4	1	-8	-5
COc1cc(C(=O)N/N=C/c2ccc(OC(=O)c3ccccc3)c(OC)c2)ccc1O	0.96	5	3	5	-7	13	0.97	4	9
Cc1onc(-c2ccccc2)c1C(=O)N1CCOC12CCN(c1cccc(F)n1)CC2	1	21	-1	7	-7	32	1	-5	24
O=Cc1c(Cl)nc2ccccn12	1	15	-7	1	-8	10	1.1	-5	-10
O=C(CNC(=O)c1cccc(S(=O)(=O)N2CCc3ccccc32)c1)Nc1ccc(F)c(F)c1F	0.86	-3	10	14	-5	1	0.9	14	1
O=C(CCNS(=O)(=O)c1ccccc1)OCc1nnc(-c2ccccc2)o1	1	7	0	12	-4	14	1	-3	6
C[N+]1(C)CCC(=C2c3ccccc3CC(=O)c3sccc32)CC1	0.89	11	4	57*	0	21	0.96	11	-17
COc1ccc(N2C(=O)CC(Cc3ccccc3)C2=O)cc1 (centres undefined)	1.2	-2	5	0	4	15	0.95	-19	-4
Cc1c(NC(=O)c2cc3c(s2)-c2ccccc2OC3)cccc1[N+](=O)[O-]	0.79	26	14	19	36	4	0.86	21	3
O=C(NCC(c1ccco1)N1CCN(c2ccccc2F)CC1)C(=O)NC1CCCCC1 (centres undefined)	1.1	11	-4	24	7	-7	1	-6	10
O=C(Nc1ccccn1)c1nc(-c2ccccc2)n(-c2ccccc2)n1	0.94	6	-3	-5	2	35	1	6	32
CCN(C(=O)COC(=O)Cc1coc2cc(C)ccc12)c1c(N)n(Cc2ccccc2)c(=O)[nH]c1=O	0.9	4	-9	-3	-8	1	1.1	10	4
Cc1cc(=O)oc2cc(OCC(=O)NCc3ccccn3)ccc12	1.1	13	-11	2	1	18	1.1	-11	-4
CCOc1ccc(C2C(C#N)=C(N)Oc3cc(C)n(Cc4ccco4)c(=O)c32)cc1OC (centres undefined)	1	2	8	5	-6	3	0.92	-2	-15
O=C(COC(=O)CCSc1ccccc1)Nc1ccccc1Br	0.89	8	-6	-2	-5	17	1.1	11	12
COc1cccc(CN2CCN(C3CSCCSC3)CC2CCO)c1 (centres undefined)	1	-5	6	-10	12	5	0.94	-4	-1
CCN(C(=O)c1cc2cccc(OC)c2oc1=O)C1CCCCC1	1	10	1	-3	6	16	0.99	-4	24
Cc1cc(C)c2c(CC(=O)NCc3ccco3)coc2c1	0.97	0	-10	11	-11	15	1.1	2	-15
COC(=O)[C@H](Cc1ccccc1)N(Cc1ccccc1)S(=O)(=O)N(Cc1ccccc1)[C@@H](Cc1ccccc1)C(=O)OC	0.85	3	-6	9	5	20	1.1	15	9
COc1ccc(C2SCCN2S(=O)(=O)c2ccc(NC(C)=O)cc2)cc1OC (centres undefined)	0.95	3	3	1	3	5	0.97	5	2
COc1ccccc1NS(=O)(=O)c1cccc(NS(=O)(=O)c2cc(C(=O)O)ccc2OC)c1	1.4	9	-1	10	-5	15	1	-36	2
CC(C)(C)NC(=O)CSc1nnc(-c2ccccn2)n1-c1ccccc1	0.95	4	20	-11	-4	4	0.8	5	-9
COc1ccc(C2C(=O)N(CCc3ccccc3)CC(=O)N2C2CCCC2)cc1 (centres undefined)	0.89	7	-4	-2	7	44*	1	12	16
COc1ccc(Br)cc1/C=C(\C(=O)O)c1ccc(S(=O)(=O)N2CCCC2)s1	0.99	-5	13	6	67*	7	0.87	1	-4
COCCNC(=O)NC(=O)CN1CCCc2ccccc21	0.99	6	0	1	-2	-7	1	1	-5
Cc1c(C)n(C)c2ccc(C(=O)N3CCN(c4ccccc4)CC3)cc12	0.82	11	-6	18	12	39	1.1	18	11
CC1CCC2(CC1)NC(=O)N(NC(=O)c1cccc(N(C)C)c1)C2=O (centres undefined)	0.99	23	1	2	2	0	0.99	1	-1
Cc1cc(NC(=O)CCCC(=O)N(CC(=O)NC2CCCCC2)c2ccccc2)no1	1.1	13	5	-5	-12	5	0.95	-10	-14
NC(=O)C1=C[C@@H](c2ccccc2)C[C@@H](OCc2ccc(CO)cc2)O1	0.85	0	12	0	8	9	0.88	14	6
CN(C)C(=O)CSCc1c(Cl)cccc1Cl	1.1	14	-3	-17	1	12	1	-7	-6
Cc1nnc(SCC(=O)NC2CC2)s1	0.98	2	4	-8	-5	11	0.95	2	0
CCOC(=O)C1CCN(C(=O)CNC(=O)Cn2c(C)cc3ccccc3c2=O)CC1	1.1	15	1	2	-10	-8	0.99	-11	-1
O=S1(=O)CCS(=O)(=O)C1c1ccccc1	1	27	-8	-15	-4	0	1.1	-2	-3
CC(N1CCOC1=O)S(=O)(=O)c1ccccc1 (centres undefined)	0.93	2	4	0	-9	5	0.96	8	-2
COc1ccc(N2CCN(C(=O)Nc3cccc(C(F)(F)F)c3)CC2)cc1	1	-105	-16	19	-14	55*	1.2	0	49*
Cc1ccc(C(=O)NC(NC(=O)c2ccc(C)cc2)C(Cl)Cl)cc1	1.2	28	-238	6	3	5	3.4*	-16	-31
CCOc1cccc(C(=O)NC(=S)Nc2ccc(Cl)cc2C(=O)O)c1	1	25	10	-2	-9	8	0.9	0	18
COc1cc(NC(=O)C2=COCCO2)c(OC)cc1Cl	1	25	-1	8	-11	14	1	-3	7
Cc1ccc2[nH]c(=O)c(CN(C(=O)c3cccc([N+](=O)[O-])c3)C(C)(C)C)cc2c1	0.94	10	12	11	-1	23	0.88	6	17
Cc1ccc(C)c(OCC(=O)Nc2cc(C)on2)c1	0.84	24	-6	5	-8	-22	1.1	16	-14
CC(C)(C)n1nnnc1CN1CCSCC1	1.2	7	-2	-2	5	9	1	-16	-6
CC(=O)Nc1cc(NC(C)=O)cc(C(=O)OCC(=O)N(c2ccccc2)C2CCS(=O)(=O)C2)c1 (centres undefined)	0.93	-2	2	-18	-8	0	0.98	7	-2
Cc1ccc(S(=O)(=O)N(CC(=O)NCc2ccccc2)C(=O)N2CCN(C)CC2)cc1	1	11	5	3	-10	-20	0.95	-2	7
N#CCC(=O)Nc1ccc(C(=O)NNC(=O)c2ccccc2-n2cccc2)cc1	1	5	6	-8	7	4	0.94	-2	9
CC(C)N1C(=O)c2ccccc2N(Cc2ccccc2)S1(=O)=O	1.1	27	-14	13	0	3	1.1	-6	-4
COc1cccc(NS(=O)(=O)c2nc3nc(C)cc(C)n3n2)c1	1.1	10	10	0	0	12	0.9	-9	10

Screens from PubChem.
